ERK EGF block: qHTS Assay for Inhibitors of the ERK Signaling Pathway using a Homogeneous Screening Assay; Stimulation with EGF. HEK293-V1b, EGF-stimulated phospho-ERK AlphaScreen. Potency, µM (top dose mostly 11.5 µM), for the others: at the top dose activity change, negative = inhibition, actives largely listed as inhibitors. 130,000 tested, 0.41% active. AID 1454, 2008; active = well fitted inhibition curve with a large enough effect; inconclusive = small, poorly fitted or top-dose-only effect, or effect the other way;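 note: plate controls were stimulated vehicle wells for no effect and unstimulated vehicle basal for full effect; nearly all actives have a fitted effect of over 55% in size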
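Phospho-ERK1/2 measured by AlphaScreen (SureFire) after 5 min 25 nM EGF stimulation of V1b-expressing HEK293 cells preincubated 30 min at 37C with titrated compounds; data scaled to DMSO and EGF controls, Hill-fitted AC50.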
Numbers without * were called inactive; ? = inconclusive; [ ] = another dose, or the depositor's remark. Potency is the fitted concentration of half-maximal effect. Only part of the results is shown. The share of hits here may be higher or lower than overall.

ERK EGF block	mol
-12%[57.5 µM]	CC1=Nc2ccccc2N=C(NC(=O)CSC(=S)N2CCCCC2)C1c1ccccc1 (centres undefined)
-14%[57.5 µM]	COc1ccccc1CNC(=O)c1n[nH]c2ccccc12
8%	O=C(COC(=O)[C@@H]1CC(O)CN1S(=O)(=O)c1ccccc1[N+](=O)[O-])Nc1ccc2ccccc2c1 (some centres undefined)
-3%[57.5 µM]	C/C(=N\NC(=S)NC(C)C)c1ccccc1
3%	Cn1c(CCC(=O)Nc2ccccc2F)nnc1SCC(=O)Nc1ccccc1Cl
-4%	O=S(=O)(/N=C(\c1ccccc1)N1CCOCC1)c1ccc(Cl)cc1
-9%	Cc1csc(NC(=O)Cn2nc(C)c([N+](=O)[O-])c2C)n1
-5%	CCC(C(=O)NCCC1=CCCCC1)c1ccccc1 (centres undefined)
18%	NC(CCC(=O)NC(CCSC(CC(=O)O)C(=O)O)C(=O)NCC(=O)O)C(=O)O (centres undefined)
5%	Cc1ccc(C(=O)N/N=C2\CCSC2)cc1[N+](=O)[O-]
-21%	Cc1ccccc1C(=O)N1CCc2cc(-c3nc(NC(=O)Cc4ccc5c(c4)OCO5)sc3C)ccc21
-8%[57.5 µM]	CC(C)c1nc2sc3ccccc3c(=O)c2c(=O)n1Cc1ccccc1
-14%[57.5 µM]	CC(O)[C@H]1CNC(=O)C(=O)N1CCCCC1CCCCC1 (some centres undefined)
4%	N=C1C(=O)OCC1c1ccccc1NC(=O)CN1CCOCC1 (centres undefined)
-7%	Cc1ccc(C)c(NC(=S)NCc2ccc3[nH]c4c(c3c2)CCCC4)c1
-1%	C=CCOc1ccc(C=Nc2ccc(Cl)cc2)c(O)c1
?	O=C(N/N=C/c1ccco1)c1cc(-c2ccc(Cl)s2)[nH]n1
1%[57.5 µM]	O=C(CN1CC[C@@]2(O)CCCC[C@H]2[C@@H]1c1ccc(F)cc1)NCc1ccco1
?	COc1cc(C(=O)N[C@H](C(=O)Nc2nnc(C3CC3)s2)C(C)C)cc(OC)c1OC
-1%	C=CCc1ccc(OCCCCOc2ccc(C(=O)O)cc2)c(OC)c1
7%	FC(F)(F)c1ccc(Oc2ccc3ccccc3c2Br)nc1
-1%	CCCS(=O)(=O)c1c(S(=O)(=O)CCC)c2ccc(C(N)=O)cn2c1C(=O)c1ccc(F)cc1
4%	C=CCn1c(SCC(=O)NC(=O)NC2CCCC2)nnc1C1CCCCC1
-6%	NC(=O)COC(=O)c1ccc(Cl)c(S(=O)(=O)N2CCCCCC2)c1
1%	COc1cccc(C2CC(c3ccc(Br)cc3)=NN2C(=O)c2ccncc2)c1OC (centres undefined)
?	O=C(NCc1nc2ccccc2[nH]1)C1=C[C@H](C2CCCCC2)C[C@H](OCc2ccc(CO)cc2)O1
-5%[57.5 µM]	CCN(CC)C(=O)Cc1c(O)c2ccccc2[nH]c1=O
-3%[57.5 µM]	Cc1nn(CC(=O)NC2C(=O)N3C(C(=O)O)=C(CSc4nnnn4C)CSC23)cc1Br (centres undefined)
-1%	O=C(CCc1nc2ccccc2c(=O)[nH]1)Nc1ccc(F)cc1
5%	CC(C)CNC(=S)NC(=O)c1ccc(Cl)cc1
9%	CC(C)(C)NC(=O)c1nc2nc(-c3ccccc3)cc(C(F)(F)F)n2n1
3%	Cc1cccc(N2CN(Cc3ccco3)CNC2=S)c1C
-17%[57.5 µM]	COC(=O)C1=C(N)Oc2cc(C)[nH]c(=O)c2C1c1ccc(Cl)cc1 (centres undefined)
3%	COc1cccc2c1C(=O)CC(c1ccccc1)O2 (centres undefined)
-8%	CC(C)(C)NC(=O)c1cccc(NC(=O)Cc2cccs2)c1
-11%	CCOc1ccccc1CN1CCN(Cc2ccc(C)o2)C(CCO)C1 (centres undefined)
-5%	CCN(CC)C(=O)CN(C#N)c1nc(Cl)nc(N(C)C)n1
-6%	COc1ccccc1-n1c(C)nc2cc(C(=O)NCCN3CCOCC3)ccc21
8%	Cc1ccc(NC(=S)NC(=O)c2ccc(Br)o2)c(C)c1
-2%[57.5 µM]	O=P(O)(CN1CCCCCC1)C1Cc2ccccc2C1
-2%	CCN(CC)C(=O)C(=O)N/N=C/c1ccc(F)cc1
5%	COc1ccccc1NC(=O)c1ccc(NS(=O)(=O)c2ccc(F)c(F)c2F)cc1
6%	Cc1ccc(C)c(S(=O)(=O)N/N=C/c2cccnc2)c1
7%[57.5 µM]	Cc1ccc(-c2cc(-c3ccco3)c3c(N)c(C(=O)NN)oc3n2)cc1
-4%	Cc1ccc(C(O)(C(=O)NNS(=O)(=O)c2ccc(C)cc2)c2ccc(C)cc2)cc1
-4%	COc1cccc(OC)c1C(=O)NC(=S)Nc1ccc2c(c1)C(=O)N(C)C2=O
5%	COc1cccc(NC(=S)N(CCCN2CCOCC2)C(C)c2cc3ccccc3o2)c1 (centres undefined)
-5%	CCN(CC)C(CNS(=O)(=O)c1ccc(Cl)cc1)c1ccccc1 (centres undefined)
-2%	CC12CCC(C)(c3nc4ccccc4nc31)C2(C)C
-8%	COC(=O)Cc1csc(/N=C/c2c(O)n(-c3cccc(C(F)(F)F)c3)c(=O)c3ccccc23)n1
0%	CC(=O)c1sc(NC(=O)c2ccccc2)nc1-c1ccccc1
-6%	Cc1occc1C(=O)NCc1ccco1
-1%	O=C(C[n+]1cc(-c2ccc(F)cc2)n2c1CCC2)N1c2ccccc2Sc2ccccc21
?	CC(C)(C)OC(=O)[C@H](Cc1ccccc1)NC(=O)c1[nH]cnc1C(=O)Nc1cccc(Cl)c1
1%	Cc1cc(-c2ccccc2)nc(N(C)NC(=O)C2CC2)c1S(C)(=O)=O
5%	O=C(NC(=S)Nc1cc(S(=O)(=O)N2CCOCC2)ccc1N1CCOCC1)c1ccco1
9%	CCOc1ccc(CN(C)CC(=O)Nc2ccc(N3CCOCC3)cc2)cc1OC
1%	CCn1c(C(=O)N2CCCC(C(=O)NCCCc3ccccc3)C2)cc2sccc21 (centres undefined)
7%	Cc1ccc2nc(-c3ccc(NC(=O)COC(=O)c4ccc(=O)[nH]c4)cc3)sc2c1
-13%[57.5 µM]	CC(=O)Oc1c(C)c(OC(C)=O)c2c(c1C(C)=O)OC1CC(=O)C(C(C)=O)=C(O)C21C (centres undefined)

3 neighbouring records from above:
ERK EGF block	mol
1%	Cc1cc(-c2ccccc2)nc(N(C)NC(=O)C2CC2)c1S(C)(=O)=O
5%	O=C(NC(=S)Nc1cc(S(=O)(=O)N2CCOCC2)ccc1N1CCOCC1)c1ccco1
9%	CCOc1ccc(CN(C)CC(=O)Nc2ccc(N3CCOCC3)cc2)cc1OC

Continuation:
ERK EGF block	mol
?	O=C(CCc1ccc(Oc2cc([N+](=O)[O-])cc([N+](=O)[O-])c2)cc1)N1CCCCCC1
-11%[57.5 µM]	CC(C)C[C@H](NC(=O)c1[nH]cnc1C(=O)Nc1ccc(CNC(=O)OC(C)(C)C)cc1)C(=O)OC(C)(C)C
?	COc1ccc(N2CCN(C(=O)c3cccc(Br)c3)CC2)c([N+](=O)[O-])c1
-13%[57.5 µM]	CC(=O)c1cccc(CN2CCN(C(C)C)C(CCO)C2)c1 (centres undefined)
?	Clc1ccc(/C(Cc2nc3ccccc3[nH]2)=N\Nc2ccccc2)cc1
0%	CCOC(=O)c1c(-c2ccccc2)csc1/N=C/C1C(=O)CCCC1=O
2%	O=C(NC12CC3CC(CC(C3)C1)C2)N1CCN(C(=O)c2ccco2)CC1
-8%[57.5 µM]	Cc1ccc(NC(=O)c2sc(N)nc2-c2ccc([N+](=O)[O-])cc2)cc1C
0%	CC(C)C(=O)Nc1nnc(CCc2nnc(NC(=O)C(C)C)s2)s1
5%	O=C(CSc1n[nH]c(-c2cccnc2)n1)Nc1ccccc1
2%	Cc1ccc(-c2n[nH]c(=S)n2/N=C/c2c(C)[nH]n(-c3ccccc3)c2=O)cc1
-8%	COc1ccc(CNCc2c(C(=O)N(C)C)nc3ccc(Cl)cn23)c(OC)c1
-1%[57.5 µM]	NC(=O)COc1ccc(-n2cnnn2)cc1
3%	CCC(NC(=O)/C(=C\c1ccc2c(c1)OCO2)NC(C)=O)C(=O)O (centres undefined)
6%	Cc1ccc(C)c(S(=O)(=O)Nc2ccccc2C(=O)Nc2ccc(S(=O)(=O)Nc3ncccn3)cc2)c1
4%[57.5 µM]	CCN(CC)C(=O)CC(c1ccc(N(C)C)cc1)c1c(O)cc(OC)cc1OC (centres undefined)
4%	Cc1cccc2cc(CN(Cc3ccc(F)cc3)C(=O)C(F)(F)F)c3nnnn3c12
9%[57.5 µM]	Cc1cc(NC(=O)OC(C)C)ccc1-c1ccc(NC(=O)OC(C)C)cc1C
1%	Cc1ccccc1OCc1n[nH]c(=S)n1-c1ccccc1
-11%	COc1ccc(OC(C)c2nnc(N)s2)cc1 (centres undefined)
-1%	CCS(=O)(=O)c1ccc2oc(SCC(=O)NCCc3ccc(F)cc3)nc2c1
0%	O=C(Nc1ccccc1)N1CCc2ccccc21
2%	COc1ccc(C2CC(c3ccccc3)=NN2C(=O)c2ccc(Cl)c([N+](=O)[O-])c2)cc1 (centres undefined)
-8%[57.5 µM]	O=C(N/N=C/c1ccc2c(c1)OCO2)c1cc2ccccc2o1
-1%[57.5 µM]	CCC(C)[C@H]1CNC(=S)N1CCc1cccc2ccccc12 (some centres undefined)
8%	O=[N+]([O-])c1ccc(N2CCOCC2)cn1
-4%	COC(=O)COc1ccc2c(=O)c(-c3ccccc3OC)coc2c1
-4%	Cc1ccc(C(=O)NCc2ccccn2)cc1Cl
?	Clc1ccc(-c2nc(NCCCN3CCOCC3)c3ccccc3n2)cc1
-6%	CC(C)Cn1c(N)c(C(=O)COC(=O)c2ccccc2Cl)c(=O)n(C)c1=O
-14%[57.5 µM]	O=[N+]([O-])c1ccccc1/C=C/C=N/n1c(-c2ccccc2F)n[nH]c1=S
6%[57.5 µM]	Cc1cc(C(=O)NN)n[nH]1
-1%[57.5 µM]	CCCN(C(=O)CCl)C1=CCCCC1
3%	COc1cccc(CN(C)CC(=O)Nc2cc3oc4ccccc4c3cc2OC)c1
1%	CN(Cc1ccccc1)C(=O)c1nc2ccccn2c1CN1CCCC1c1nccs1 (centres undefined)
?	COc1cccc(OCCn2cc(/C=N/NC(=O)c3ccncc3)c3ccccc32)c1
-1%	CC(=O)N1CCC(N(CCN2CCOCC2)C(=S)Nc2cccc(C)c2)CC1
-2%	Cc1ccc(-n2c(C)cc(/C=N/NC(=O)CC3(C)OCCO3)c2C)c(C)c1
5%	O=C(CN1C(=O)c2ccccc2C1=O)OCCOCCN=C1NS(=O)(=O)c2ccccc21
-2%	Cc1ccc2[nH]c(C)c(CCNC(=O)c3cc4cc([N+](=O)[O-])ccc4oc3=O)c2c1
0%	COc1cc(CNc2ccc3c(c2)OCCO3)ccc1OCC(N)=O
10%	CC(C)(C#N)Nn1cnnc1
2%	CC(=O)c1ccc(N2Cc3ccccc3/C2=N\C(=O)Nc2ccccc2)cc1
-9%	CN(Cc1ccccc1)C(=O)c1ccccc1NC(=O)C1CC1
-9%	COc1ccc(C2CC(c3ccccc3)=NN2c2ccc(S(N)(=O)=O)cc2)cc1OC (centres undefined)
-3%	CC(=O)Oc1cccc(N2C(=O)c3ccc(C(=O)Nc4cccnc4)cc3C2=O)c1
7%	C/C(Cc1ccccc1)=N\NC(=O)c1ccc(F)cc1
-1%[57.5 µM]	COc1ccc(NC(=O)Cn2cnc3c(oc4nc5c(cc43)COC(C)(C)C5)c2=O)cc1
3%	C[N+](C)(C)CCCCCC(=O)/C=N/O
-8%	CCOc1ccccc1NC(=O)Cn1c(=O)n(-c2ccc(OC)cc2OC)c(=O)c2c(C)c(C(=O)N(CC)CC)sc21
2%	O=C(CN(c1cccc(C(F)(F)F)c1)S(=O)(=O)c1ccc(Cl)c([N+](=O)[O-])c1)NCc1ccccc1
1%[57.5 µM]	COc1ccccc1C1CCN(C(=O)c2cccs2)CC1
-1%	Cc1ccc(N2CN(Cc3cccnc3)CNC2=S)c(C)c1
-5%[57.5 µM]	O=C1CC(C(=O)Nc2ccc(Cl)c(Cl)c2)S/C(=N\N=C\c2ccco2)N1 (centres undefined)
0%	O=Cc1cccn1-c1ncc(Br)cn1
11%	O=[N+]([O-])C(=C1NCCN1)C(Cl)=C(Cl)Cl
8%	CCCn1c(SCC(=O)c2c(C)[nH]c(C)c2C(=O)OCC)nc2ccccc21
7%	COC(=O)CSc1nn(-c2ccc(F)cc2)c(=S)s1
5%	COc1ccc(CNC(=S)NC2CCCC2)cc1

Entries from the list above that have a furan ring, fused or not:
ERK EGF block	mol
?	O=C(N/N=C/c1ccco1)c1cc(-c2ccc(Cl)s2)[nH]n1
1%[57.5 µM]	O=C(CN1CC[C@@]2(O)CCCC[C@H]2[C@@H]1c1ccc(F)cc1)NCc1ccco1
3%	Cc1cccc(N2CN(Cc3ccco3)CNC2=S)c1C
-11%	CCOc1ccccc1CN1CCN(Cc2ccc(C)o2)C(CCO)C1 (centres undefined)
8%	Cc1ccc(NC(=S)NC(=O)c2ccc(Br)o2)c(C)c1
7%[57.5 µM]	Cc1ccc(-c2cc(-c3ccco3)c3c(N)c(C(=O)NN)oc3n2)cc1
5%	COc1cccc(NC(=S)N(CCCN2CCOCC2)C(C)c2cc3ccccc3o2)c1 (centres undefined)
-6%	Cc1occc1C(=O)NCc1ccco1
5%	O=C(NC(=S)Nc1cc(S(=O)(=O)N2CCOCC2)ccc1N1CCOCC1)c1ccco1
2%	O=C(NC12CC3CC(CC(C3)C1)C2)N1CCN(C(=O)c2ccco2)CC1
-8%[57.5 µM]	O=C(N/N=C/c1ccc2c(c1)OCO2)c1cc2ccccc2o1
3%	COc1cccc(CN(C)CC(=O)Nc2cc3oc4ccccc4c3cc2OC)c1
-1%[57.5 µM]	COc1ccc(NC(=O)Cn2cnc3c(oc4nc5c(cc43)COC(C)(C)C5)c2=O)cc1
-5%[57.5 µM]	O=C1CC(C(=O)Nc2ccc(Cl)c(Cl)c2)S/C(=N\N=C\c2ccco2)N1 (centres undefined)

Screens as filed in PubChem.
